High-throughput results as filed in PubChem BioAssay.
CAL PDZ FP-1 – blocks peptide binding to human CAL PDZ domain. purified CAL PDZ, TMR-peptide fluorescence polarization, 1 h. inhibition, % at 20 µM. hit rate 0.02% among 330,000. AID 504414;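 active means highest replicate inhibition of at least 40%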;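 further: plate controls were DMSO neutral control wells for no effect and unlabeled competitor peptide control wells for full effect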
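Control set: unlabelled peptide and DMSO controls / Material: purified CerCALP PDZ construct / Timing: 1 h incubation at room temperature before polarization reading / Doses: 20 µM, one dose / Detection: fluorescence polarization (mP)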
SR-BI DiI-HDL act – enhances SR-BI lipid uptake from DiI-HDL. AID 504775. activation, % at 12.5 µM. CHO ldlA[mSR-BI] cells, DiI-HDL uptake fluorescence, 3 h; 100 = double the neutral-control signal. hit rate 0.096% among 320,000;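 active means mean replicate activation of at least 60% and every replicate at or above 60%; inconclusive means mean or all-replicate condition met, but not both; inactive means mean below 60% and not all replicates reaching 60%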;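 further: 0% = median plate neutral-control signal and 100% = twice that signal; values of inactives mirror those of a sister screen read the other way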
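Test system: SR-BI-overexpressing, LDLR-lacking CHO cells. Measured by: DiI fluorescence, bottom read. Medium: Ham's F12 with 0.5% BSA, HEPES 25 mM, pH 7.4. Timing: 3 h uptake period with compound, 37 °C.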
RTF Ca sens act – increases calcium sensitivity of human cardiac regulated thin filaments; activation, % at 7.2 µM; hit rate 0.24% among 340,000; IANBD-labeled TnC RTF fluorescence at EC20 calcium; 0% EC20 calcium, 100% full calcium; AID 493008;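 active means activation above the mean over all tested compounds plus 3 SD, cut at about 30% in these data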;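 further: rise in fluorescence read as greater calcium sensitivity of cardiac thin filaments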
Rtt109 HAT inh – blocks Candida albicans Rtt109/Vps75 acetyltransferase activity | Q5AAJ8 | purified Rtt109/Vps75, ThioGlo CoA-SH fluorescence, 4 h | inhibition, % at 34.9 µM | hit rate 0.16% among 330,000 | AID 540336;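 active means inhibition of at least 50% in every replicate; inconclusive means best replicate reaches 50% inhibition but some replicates fall short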
DAGLB inh – diacylglycerol lipase beta (human) inhibition; HEK293T DAGLB membrane lysate, EnzChek fluorogenic substrate; hit rate 0.059% among 340,000; inhibition, % at 5.17 µM; Q8NCG7; in the data active means inhibition above about 34%;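 further: 0% = enzyme with vehicle and 100% = wells lacking enzyme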
Target sequence (Q8NCG7 whole entry, looked up): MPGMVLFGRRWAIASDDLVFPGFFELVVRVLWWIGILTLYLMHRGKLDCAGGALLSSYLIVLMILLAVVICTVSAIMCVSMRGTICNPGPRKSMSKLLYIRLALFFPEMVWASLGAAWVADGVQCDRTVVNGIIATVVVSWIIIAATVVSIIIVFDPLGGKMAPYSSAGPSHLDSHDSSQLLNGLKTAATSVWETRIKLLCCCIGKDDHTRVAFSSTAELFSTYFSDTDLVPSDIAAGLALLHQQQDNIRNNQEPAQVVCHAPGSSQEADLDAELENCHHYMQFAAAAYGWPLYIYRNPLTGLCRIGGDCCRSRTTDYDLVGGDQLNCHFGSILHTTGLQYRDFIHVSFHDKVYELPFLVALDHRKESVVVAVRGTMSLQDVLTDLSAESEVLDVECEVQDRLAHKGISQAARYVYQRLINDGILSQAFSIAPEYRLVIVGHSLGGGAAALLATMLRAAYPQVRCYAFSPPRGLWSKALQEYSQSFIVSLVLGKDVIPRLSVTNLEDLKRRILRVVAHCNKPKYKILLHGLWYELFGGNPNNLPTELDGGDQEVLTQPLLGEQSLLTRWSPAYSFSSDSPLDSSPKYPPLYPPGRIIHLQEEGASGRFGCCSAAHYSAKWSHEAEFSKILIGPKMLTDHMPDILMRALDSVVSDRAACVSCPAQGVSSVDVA
PKA-R2B activ – activates the human PKA-R2B holoenzyme complex. P22694+P31323. PKA-R2B holoenzyme dissociation, Cy5-IP20 fluorescence polarization; R2B truncated from residue 108, S112A mutant; 0% DMSO only, 100% 113 µM cGMP. activation, % at 11.4 µM. hit rate 0.079% among 340,000. AID 504700;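 active means activation above a cutoff set at the mean over all compounds plus 3 SD, cut at about 18% in these data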;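 further: higher means more holoenzyme dissociation and a rise in polarization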
Target sequence (P31323 whole entry, looked up, other chains not shown, the tested form may be a part): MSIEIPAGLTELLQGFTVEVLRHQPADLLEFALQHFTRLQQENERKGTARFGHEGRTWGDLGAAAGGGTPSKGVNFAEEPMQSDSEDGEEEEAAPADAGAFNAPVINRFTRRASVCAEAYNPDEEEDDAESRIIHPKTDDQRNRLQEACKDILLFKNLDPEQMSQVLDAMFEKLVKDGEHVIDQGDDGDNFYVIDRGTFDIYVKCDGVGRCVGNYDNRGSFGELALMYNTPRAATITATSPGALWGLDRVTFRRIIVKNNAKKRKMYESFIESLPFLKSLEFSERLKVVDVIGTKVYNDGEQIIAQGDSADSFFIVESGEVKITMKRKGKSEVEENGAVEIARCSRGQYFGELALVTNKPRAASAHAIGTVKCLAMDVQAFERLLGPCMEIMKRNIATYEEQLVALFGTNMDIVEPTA
RTF Ca sens inh – cardiac RTF calcium desensitization. P19429+P45379. IANBD-labeled cardiac RTF, Ca2+ fluorescence. inhibition, % at 7.15 µM. hit rate 0.12% among 340,000. AID 493244;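 active means inhibition above the mean inhibition of all tested compounds plus 3 SD, cut at about 17% in these data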;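 further: assay run at fixed EC70 calcium of 1.6 mM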
CAL PDZ FP-2 – blocks peptide binding to the human CAL PDZ domain; AID 602252; purified CAL PDZ, TMR-peptide fluorescence polarization, 1 h; hit rate 0.92% among 300,000; Q9HD26; inhibition, % at 24.9 µM;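 active means mean inhibition of at least 30% with at least half of replicates also reaching 30%; inconclusive means no clear call, values can overlap the other calls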;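 further: 0% = DMSO neutral control and 100% = excess unlabeled competitor peptide PRC23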
LANA DNA inh – blocks KSHV LANA C-terminal domain binding to DNA; MBP-C-LANA/FAM-LBS DNA binding, fluorescence polarization; inhibition, % at 9 µM; hit rate 0.078% among 340,000;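 active means highest replicate inhibition at or above 60% at 9 µM, even if other replicates fall short; inactive means all replicates below 60% inhibition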;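 further: 0% = neutral control wells and 100% = 4 µM acridine orange control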
Keap1-Nrf2 PPI – inhibitors of human Keap1-Nrf2 protein-protein interaction. Q14145. Keap1 Kelch-Nrf2 peptide fluorescence polarization, 1536-well. inhibition, % at 9.4 µM. hit rate 0.15% among 340,000. AID 504523; in the data active means inhibition above about 12%; inconclusive means no clear call, values can overlap the other calls; inactive means below about 7.3%;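 further: human Keap1 Kelch domain with fluorescein labeled Nrf2 9mer peptide probe; 0% = neutral control wells and 100% = peptide positive control; higher means more block of Keap1 binding to Nrf2 peptide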
An asterisk follows results filed as active; & = joins results of further samples. The order is random; any-hit rate near 1.6%.

`Cc1cc(C(=O)CSc2nncn2C)c(C)n1-c1ccccc1` gave CAL PDZ FP-1 -1.5, SR-BI DiI-HDL act 17, RTF Ca sens act 0, DAGLB inh 0, PKA-R2B activ -5, RTF Ca sens inh -7, CAL PDZ FP-2 1, LANA DNA inh 0.7 and Keap1-Nrf2 PPI -2.
For Cc1ccc(CNC(=O)CS(=O)Cc2nc(-c3ccccc3Cl)oc2C)cc1 (stereo not given) the results were CAL PDZ FP-1 -2.8, SR-BI DiI-HDL act 3, RTF Ca sens act -4, Rtt109 HAT inh -3, DAGLB inh -2, PKA-R2B activ -6, RTF Ca sens inh -18, CAL PDZ FP-2 -2, LANA DNA inh 0.5 and Keap1-Nrf2 PPI -5.
`Cc1ccc(N(C(C)C(=O)Nc2c(C)n(C)n(-c3ccccc3)c2=O)S(C)(=O)=O)cc1C` (stereo not given) gave CAL PDZ FP-1 -1.6, SR-BI DiI-HDL act 20, RTF Ca sens act 3, Rtt109 HAT inh 2, DAGLB inh -2, PKA-R2B activ 7, RTF Ca sens inh -8, CAL PDZ FP-2 -1, LANA DNA inh 0.1 and Keap1-Nrf2 PPI -1.
For COc1ccc(Cl)cc1NC(=S)NC1CCCC1 the results were CAL PDZ FP-1 -3.6, SR-BI DiI-HDL act -5, RTF Ca sens act -3, Rtt109 HAT inh 0, DAGLB inh 1, PKA-R2B activ 2, RTF Ca sens inh -3, CAL PDZ FP-2 -3, LANA DNA inh 0.7 and Keap1-Nrf2 PPI -4.
`Nc1cc(N)cc(-c2nc3ccccc3[nH]2)c1` gave CAL PDZ FP-1 0.1, SR-BI DiI-HDL act 30, RTF Ca sens act 1, Rtt109 HAT inh inconclusive, DAGLB inh 4, PKA-R2B activ -8, RTF Ca sens inh 5, CAL PDZ FP-2 -5, LANA DNA inh -0.1 and Keap1-Nrf2 PPI -4.
For Cc1ccc(NC(=O)c2ccc3c(c2)NC(=O)CS3)nc1 the results were CAL PDZ FP-1 -0.9, SR-BI DiI-HDL act -24, RTF Ca sens act -10, Rtt109 HAT inh 1, DAGLB inh 0, PKA-R2B activ 3, RTF Ca sens inh -2, LANA DNA inh 1.5 and Keap1-Nrf2 PPI -2.
Screening CC(CN(C)Cc1ccccc1)OC(=O)c1ccccc1F (stereo not given) returned CAL PDZ FP-1 -1.0, SR-BI DiI-HDL act -3, RTF Ca sens act 10, Rtt109 HAT inh 1, DAGLB inh -9, PKA-R2B activ -7, RTF Ca sens inh -21, CAL PDZ FP-2 0, LANA DNA inh 0.7 and Keap1-Nrf2 PPI 2.
`COc1ccccc1NC(=O)N(Cc1ccco1)Cc1cc2c(C)ccc(C)c2[nH]c1=O` gave SR-BI DiI-HDL act 19, RTF Ca sens act 1, Rtt109 HAT inh 5, DAGLB inh 0, PKA-R2B activ -1, RTF Ca sens inh -9, CAL PDZ FP-2 -1, LANA DNA inh -0.5 and Keap1-Nrf2 PPI 4.
`COc1ccc(C(=O)Nc2nc(C)cc(C)n2)cc1` gave CAL PDZ FP-1 -1.6, SR-BI DiI-HDL act 24, RTF Ca sens act -4, Rtt109 HAT inh 13, DAGLB inh 0, PKA-R2B activ -9, RTF Ca sens inh -10, CAL PDZ FP-2 -7, LANA DNA inh -0.7 and Keap1-Nrf2 PPI -1.
Screening Brc1ccc(-c2noc(COc3ccc4c(c3)CCC4)n2)o1 returned CAL PDZ FP-1 -2.6, SR-BI DiI-HDL act 1, RTF Ca sens act -8, Rtt109 HAT inh -9, DAGLB inh -32, PKA-R2B activ -3, RTF Ca sens inh -7, LANA DNA inh 33 and Keap1-Nrf2 PPI 0.
COc1ccc(C(CNC(=O)C(CC(C)C)NS(=O)(=O)c2ccc(C)cc2)N2CCOCC2)cc1 (stereo not given) was read as CAL PDZ FP-1 -2.4, SR-BI DiI-HDL act -32, RTF Ca sens act -7, Rtt109 HAT inh 12, DAGLB inh 1, PKA-R2B activ -7, RTF Ca sens inh -4, CAL PDZ FP-2 -5, LANA DNA inh -1.1 and Keap1-Nrf2 PPI 4.
Screening O=C(CSc1ccc(Cl)cc1)Nc1cccc(NC(=O)c2ccco2)c1 returned CAL PDZ FP-1 -2.2, SR-BI DiI-HDL act 5, RTF Ca sens act 15, Rtt109 HAT inh -4, DAGLB inh -1, PKA-R2B activ -4, RTF Ca sens inh -8, CAL PDZ FP-2 -5, LANA DNA inh 3.8 and Keap1-Nrf2 PPI 0.
`CCn1c(SCC(=O)c2ccc(CNC(C)=O)o2)nnc1-c1cccs1` gave CAL PDZ FP-1 -0.2, SR-BI DiI-HDL act 8, RTF Ca sens act -4, Rtt109 HAT inh 0, DAGLB inh 1, PKA-R2B activ -6, RTF Ca sens inh -7, CAL PDZ FP-2 -5, LANA DNA inh -0.7 and Keap1-Nrf2 PPI -7.
For CC1CCCCN1CCNC(=O)CN1C(=O)COc2ccccc21 (stereo not given) the results were CAL PDZ FP-1 -2.5, SR-BI DiI-HDL act 13, RTF Ca sens act -6, Rtt109 HAT inh 7, DAGLB inh 2, PKA-R2B activ 4, RTF Ca sens inh -7, CAL PDZ FP-2 -1, LANA DNA inh 0.8 and Keap1-Nrf2 PPI 3.
`CCC1(C)Cc2c(sc3nnn(Cc4ccccc4Cl)c(=O)c23)CO1` (stereo not given) gave CAL PDZ FP-1 -2.5, SR-BI DiI-HDL act -46, RTF Ca sens act 4, Rtt109 HAT inh -1, DAGLB inh -8, PKA-R2B activ 1, RTF Ca sens inh -10, LANA DNA inh -0.8 and Keap1-Nrf2 PPI -8.

Looked up by structure from above (3):
For CC1CCCCN1CCNC(=O)CN1C(=O)COc2ccccc21 (stereo not given) the results were CAL PDZ FP-1 -2.5, SR-BI DiI-HDL act 13, RTF Ca sens act -6, Rtt109 HAT inh 7, DAGLB inh 2, PKA-R2B activ 4, RTF Ca sens inh -7, CAL PDZ FP-2 -1, LANA DNA inh 0.8 and Keap1-Nrf2 PPI 3.
For Cc1ccc(CNC(=O)CS(=O)Cc2nc(-c3ccccc3Cl)oc2C)cc1 (stereo not given) the results were CAL PDZ FP-1 -2.8, SR-BI DiI-HDL act 3, RTF Ca sens act -4, Rtt109 HAT inh -3, DAGLB inh -2, PKA-R2B activ -6, RTF Ca sens inh -18, CAL PDZ FP-2 -2, LANA DNA inh 0.5 and Keap1-Nrf2 PPI -5.
`Nc1cc(N)cc(-c2nc3ccccc3[nH]2)c1` gave CAL PDZ FP-1 0.1, SR-BI DiI-HDL act 30, RTF Ca sens act 1, Rtt109 HAT inh inconclusive, DAGLB inh 4, PKA-R2B activ -8, RTF Ca sens inh 5, CAL PDZ FP-2 -5, LANA DNA inh -0.1 and Keap1-Nrf2 PPI -4.

Later entries.
`COc1ccc(C(=O)N2c3cc4c(cc3C(C)=CC2(C)C)OCO4)cc1` gave CAL PDZ FP-1 0.4, SR-BI DiI-HDL act -23&-16, RTF Ca sens act 4, Rtt109 HAT inh 9&1, DAGLB inh -6, PKA-R2B activ -16, RTF Ca sens inh -4, LANA DNA inh -0.2 and Keap1-Nrf2 PPI 2.
For Cc1ccnc2ccc(-c3nc4ccccc4o3)cc12 the results were CAL PDZ FP-1 -1.9, SR-BI DiI-HDL act -38, RTF Ca sens act 8, Rtt109 HAT inh -7, DAGLB inh -5, PKA-R2B activ 2, RTF Ca sens inh -7, CAL PDZ FP-2 -2, LANA DNA inh -2.2 and Keap1-Nrf2 PPI 7.
COCc1cc(C)nc(SCC[N+](C)(C)CC(=O)c2ccccc2)c1C#N was read as CAL PDZ FP-1 0.5, SR-BI DiI-HDL act 1, RTF Ca sens act 1, Rtt109 HAT inh 11, DAGLB inh -1, PKA-R2B activ -5, RTF Ca sens inh -4, CAL PDZ FP-2 -2, LANA DNA inh 3.7 and Keap1-Nrf2 PPI 1.
Screening O=C(CCl)N1CCCC1c1ccc2c(c1)OCCO2 (stereo not given) returned CAL PDZ FP-1 -0.2, SR-BI DiI-HDL act -3, RTF Ca sens act 5, Rtt109 HAT inh 0, DAGLB inh 1, PKA-R2B activ 2, RTF Ca sens inh -10, CAL PDZ FP-2 -6, LANA DNA inh -1.0 and Keap1-Nrf2 PPI -3.
`COc1ccc(S(=O)(=O)NC(C)C(=O)Nc2cccc(C(C)=O)c2)cc1` (stereo not given) gave CAL PDZ FP-1 -0.5, SR-BI DiI-HDL act 8, RTF Ca sens act -2, Rtt109 HAT inh 3, DAGLB inh -2, PKA-R2B activ 3, RTF Ca sens inh -3, CAL PDZ FP-2 0, LANA DNA inh -0.9 and Keap1-Nrf2 PPI 0.
`Cc1cccc(C)c1OCC(=O)NNC(=O)CCNC(=O)c1ccco1` gave CAL PDZ FP-1 -0.4, SR-BI DiI-HDL act 6, RTF Ca sens act 0, Rtt109 HAT inh -4, DAGLB inh 3, PKA-R2B activ -2, RTF Ca sens inh -9, LANA DNA inh 0.7 and Keap1-Nrf2 PPI 1.
O=C(Cc1cccs1)N1CCN=C1SCc1cccc(F)c1 was read as CAL PDZ FP-1 -0.4, RTF Ca sens act 1, Rtt109 HAT inh 5, DAGLB inh -3, PKA-R2B activ 0, RTF Ca sens inh -6, CAL PDZ FP-2 5, LANA DNA inh -1.7 and Keap1-Nrf2 PPI -3.
CCC(C)n1c(-c2cccc(S(=O)(=O)N3CCOCC3)c2)n[nH]c1=S (stereo not given) was read as CAL PDZ FP-1 -2.1, SR-BI DiI-HDL act 6, RTF Ca sens act 15, Rtt109 HAT inh -14, DAGLB inh -1, PKA-R2B activ -7, RTF Ca sens inh -4, CAL PDZ FP-2 -3, LANA DNA inh -0.6 and Keap1-Nrf2 PPI -1.
COc1ccc(CNC(=O)CSc2n[nH]c(N)n2)cc1 was read as CAL PDZ FP-1 -0.9, SR-BI DiI-HDL act 7, RTF Ca sens act -8, Rtt109 HAT inh 0, DAGLB inh -2, PKA-R2B activ 9, RTF Ca sens inh 13, CAL PDZ FP-2 -1, LANA DNA inh -0.9 and Keap1-Nrf2 PPI -5.
For Cc1ccc(C(NC(=O)NC(C)c2ccccc2)C(Cl)(Cl)Cl)cc1F (stereo not given) the results were CAL PDZ FP-1 0.2, SR-BI DiI-HDL act 1, RTF Ca sens act -5, Rtt109 HAT inh 0, DAGLB inh 0, PKA-R2B activ -11, RTF Ca sens inh 1, CAL PDZ FP-2 0, LANA DNA inh -0.2 and Keap1-Nrf2 PPI 4.
For Cc1ccc(NC(=O)CN(C)C(=O)c2ccccc2Sc2ccccc2C#N)cc1 the results were CAL PDZ FP-1 -2.4, SR-BI DiI-HDL act -6, RTF Ca sens act -12, Rtt109 HAT inh 13, DAGLB inh 0, PKA-R2B activ 5, RTF Ca sens inh -10, CAL PDZ FP-2 -2, LANA DNA inh -1.3 and Keap1-Nrf2 PPI -2.
